# High-throughput results as filed in PubChem BioAssay.
# ER stress rescue = rescue of cells from ER stress-induced death, primary screen, 384-well, CSM14.1, thapsigargin, ATP luminescence (AID 1222). 190,000 tested, under 10 active. CSM14.1 thapsigargin-induced death rescue, ATP luminescence; higher % means a stronger effect. cellular ATP content (survival), % at 20 µM; hits with a dose series show EC50 in µM;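 active = EC50 below 50 µM in the dose-response confirmation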;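 also: death triggered by thapsigargin at about 15 µM added after 2 h compound pretreatment; cell ATP read after overnight thapsigargin exposure of roughly 18 to 22 hours; normalized against plate controls of thapsigargin alone and 5% DMSO vehicle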
# TNAP activators = human TNAP enzyme activators, primary screen, biochemical, luminescent, no phosphate acceptor, uHTS (AID 1001); activation fold at 20 µM; hits with a dose series show EC50 in µM; purified TNAP, luminescent activation assay, no phosphate acceptor; higher activation fold means a stronger effect; actives 0.03% (n = 200,000); in the data active = activation fold from about 3, or a potency from the dose series; inactive = the rest, 99 in 100 with activation fold below about 1.6; also: many of its hits are not listed in these tables
# Insulin prom up = MIN6 insulin promoter up-regulation; z-score at 5 µM; MIN6 insulin promoter-GFP reporter, high-content imaging; active compounds read high; actives 0.3% (n = 190,000); AID 1625;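 active = z-score above 3 at 5 µM with at least 500 cells counted in the well; inconclusive = wells under 500 cells, flagged as cytotoxic or low count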
# SV40 large T antigen = TAg ATPase/helicase activity blockers – biochemical (AID 1903); SV40 large T antigen ATPase/helicase inhibition assay; higher % means a stronger effect; actives 0.39% (n = 310,000); one-dose inhibition, % at 20 µM; IC50 in µM for titrated hits; in the data active = a potency from the dose series; inconclusive = inhibition mostly from about 32% at the one dose, without a potency; inactive = the rest, 99 in 100 with inhibition below about 32%; also: strong numbers were not always called active
# PMI inhibition = human PMI inhibitors, high substrate, primary screen, biochemical, fluorescence intensity, high mannose 6-phosphate (AID 1220). recombinant PMI enzyme, coupled fluorescence intensity; higher % means a stronger effect. actives 0.66% (n = 190,000). inhibition, % at 20 µM; hits with a dose series show IC50 in µM
# PhoP inhibition = inhibitors of PhoP regulon expression, primary screen, Salmonella Typhimurium, GFP reporter (AID 1863). S. Typhimurium PhoP-regulated promoter GFP reporter, 4 h; higher % means a stronger effect. inhibition, % at 50 µM; hits with a dose series show IC50 in µM. actives 0.16% (n = 300,000);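 active = inhibition over 29.93%, a cutoff 3 SD above the screen mean, later confirmed by dose response; inconclusive = inhibition over 29.93% but no dose response follow-up; inactive = inhibition at most 29.93% or unconfirmed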;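 also: 0% = low Mg2+ inducing control and 100% = high Mg2+ repressing control; strong numbers were not always called active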
# West Nile antiviral = West Nile virus antiviral activity, cell-based, CPE readout (AID 1621) | CPE inhibition, % at 10 µM, or IC50 in µM where a hit was titrated | West Nile virus-infected cells, CPE inhibition; higher % means a stronger effect | actives 0.02% (n = 290,000); in the data active = a potency from the dose series; inconclusive = CPE inhibition mostly from about 3.7% at the one dose, without a potency; inactive = the rest, 99 in 100 with CPE inhibition below about 2.2%; also: strong numbers were not always called active
# PMI inhibitors = inhibitors of human PMI, primary screen, biochemical, fluorescence intensity, coupled assay (AID 1209); actives 0.42% (n = 190,000); inhibition, % at 20 µM; hits with a dose series show IC50 in µM; purified PMI enzyme, coupled fluorescence intensity; higher % means a stronger effect;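 also: plate controls were DMSO vehicle for no effect and wells lacking substrate for full effect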
# RSV antiviral HEp-2 = inhibition of RSV-induced cytopathic effect – HEp-2 cells, primary 10 µM value included (AID 2391); HEp-2 cells, RSV-induced CPE inhibition; higher % means a stronger effect; CPE inhibition, % at 10 µM; hits with a dose series show IC50 in µM; actives 0.13% (n = 310,000); in the data active = a potency from the dose series; inconclusive = CPE inhibition mostly from about 23% at the one dose, without a potency; inactive = the rest, 99 in 100 with CPE inhibition below about 21%; also: strong numbers were not always called active
# Insulin prom up cell count = also measured in Insulin prom up; calls as there; cell count; measured here: cytotoxicity, nuclei count;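 total cells summed across four imaged fields per well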
# Active calls of the source: *; ? = inconclusive; / = no result given. Rule as the data show it, unless noted: active = inhibition above about 50%; inactive = the rest.
SMILES,ER stress rescue,TNAP activators,Insulin prom up,Insulin prom up cell count,SV40 large T antigen,PMI inhibition,PhoP inhibition,West Nile antiviral,PMI inhibitors,RSV antiviral HEp-2
COc1cc(CNc2cccc(F)c2)cc(Br)c1O,-0.2%,1,-0.13,1263,6%,19%,19%,0.7%,-6%,1.7%
CNc1nc(C)cc(C)c1S(=O)(=O)c1ccc(Cl)cc1,1.5%,1.1,/,/,16%,2%,-1%,-0.1%,0%,-0.4%
CC(C)[C@H](NC(=O)c1ccco1)C(=O)OCC(=O)Nc1ccccc1OC(F)F,0.0%,1.1,0.17,1136,3%,6%,2%,-0.4%,4%,-0.5%
Cc1ccc(CN(C(=O)CNC(=O)c2cccs2)C(C(=O)NCC2CCCO2)c2ccccc2)cc1 (stereo not given),-0.7%,1.1,0.04,1720,3%,2%,0%,-0.1%,2%,1.2%
CC(=O)N1c2ccc(S(=O)(=O)N3CCC(C(=O)NC4CCC(C)CC4)CC3)cc2CC1C (stereo not given),/,/,/,/,2%,/,-4%,-0.4%,/,3.1%
COC(=O)CSC(C)C(=O)Nc1nnc(C(C)C)s1 (stereo not given),-0.7%,1.2,-1.2,1252,15%,-8%,-2%,-0.3%,-11%,2.4%
Cc1ccc(C(=O)c2cncc(Br)c2)cc1,-2.0%,1.1,-1.2,1062,1%,4%,7%,0.3%,5%,1.6%
CCc1ccccc1NC(=O)C/C(C)=N/NC(=O)COc1ccccc1C,/,/,/,/,4%,/,8%,0.1%,/,0.9%
COCCn1c(SCC(=O)NCc2ccc(OC)c(OC)c2)nc2ccccc21,/,/,/,/,2%,/,2%,0.1%,/,1.6%
COc1ccc(NC(=O)CSc2nc3ccccc3c(=O)n2Cc2cccs2)c(OC)c1,1.7%,1.1,0.15,1466,4%,3%,-2%,-0.3%,9%,0.8%
COc1cccc(-n2ccn(CC(=O)NCCc3ccccc3)c(=O)c2=O)c1,/,/,/,/,6%,/,-2%,0.1%,/,-0.3%
O=C(CCn1ccnc1)Nc1nc2ccccc2[nH]1,-1.0%,1.6,-0.33,1221,5%,-3%,-1%,-0.4%,1%,0.2%
O=C(CNC(=O)c1ccco1)OCC(=O)c1ccccc1,-1.7%,1.1,4.3*,1215*,12%,-9%,-6%,/,-9%,4.7%
COc1cccc(C(C(=O)NC2CCCC2)N(C(=O)c2ccco2)c2cccc(C(C)=O)c2)c1OC (stereo not given),/,/,/,/,-2%,/,6%,-0.7%,/,1.4%
CCCCCNC(=O)c1ccc(NS(=O)(=O)c2ccc3[nH]c(=O)[nH]c3c2)cc1,/,/,/,/,11%,/,-7%,0.0%,/,2.1%
CCC(c1nnnn1C1CCCC1)N1CCN(c2ccccc2)CC1 (stereo not given),/,1.1,0.85,1214,11%,8%,1%,0.0%,11%,1.0%
CCOC(=O)c1c(NC(=O)CSc2c[nH]c3ccccc23)sc2c1CCC2,-0.6%,1.1,-0.94,1213,15%,19%,6%,-0.4%,18%,-0.1%
CCOc1c(Cl)cc(CNc2ccc(N3CCCC3)cc2)cc1OC,-1.7%,0.9,0.69,1431,22%,38µM*,-10%,-1.1%,3.9µM*,/
COc1cc2c(cc1OC)CN(C(=O)CCc1c[nH]c3ccccc13)[C@H](C(=O)O)C2,/,/,/,/,2%,/,2%,0.1%,/,0.6%
O=C(CCCc1ccccc1)Nc1ccccc1[N+](=O)[O-],/,/,/,/,13%,/,8%,-1.0%,/,2.3%
Cc1c(C#N)c(N=CN(C)C)c(C(=O)c2ccc(Br)cc2)n1-c1ccc(Cl)cc1,1.1%,1.1,0.27,983,8%,14%,-5%,-0.6%,14%,-0.5%
Cc1cc(C(=O)NC2CC(C)(C)Cc3c2cnn3-c2cccc(F)c2)nn1C (stereo not given),/,/,/,/,10%,/,-6%,-0.9%,/,0.9%
Cc1noc(C)c1COC(=O)[C@@H](NC(=O)c1ccccc1)C(C)C,-2.5%,1,-0.08,1147,17%,-11%,3%,-0.6%,-14%,7.6%
COc1ccc(Nc2cc(NCCCO)c([N+](=O)[O-])c3nonc23)cc1,/,/,/,/,4%,/,1%,-0.3%,/,-0.1%
CCCCn1c(-c2ccc(F)c(F)c2)nc2cc3[nH]c(=O)c(C(C)C)nc3cc21,/,/,/,/,22%,/,-10%,0.8%,/,14%
CCc1ccc2nc(N(CCN(C)C)C(=O)/C=C/c3cccs3)sc2c1,/,/,/,/,7%,/,-3%,?,/,-0.7%
Cc1ccsc1/C=N/n1c(-c2ccccc2)n[nH]c1=S,-1.1%,0.9,0.36,1312,19%,-3%,-6%,1.3%,-7%,0.8%
COc1ccc(OC)c(NC(=O)c2cccc(NC(=O)c3ccccc3C(=O)O)c2)c1,/,/,/,/,4%,/,2%,-0.1%,/,-0.6%
CS(=O)(=O)N(Cc1ccccc1)c1ccccc1C(=O)N1CCN(c2ccccc2)CC1,-1.9%,1,0.27,896,-1%,4%,-4%,-1.3%,10%,0.2%
CCOc1ccc(C2CC(c3ccc(F)cc3)n3ncnc3N2)cc1 (stereo not given),-3.3%,1,-0.2,1180,7%,7%,5%,/,6%,1.4%
CC1(C(=O)N(CC(=O)NC2CCCC2)Cc2ccc(Cl)cc2)CC(=O)N=C2C=CC=CN21 (stereo not given),/,/,/,/,5%,/,-5%,-0.5%,/,0.6%
CCOC(=O)/C=C1\SCC(=O)N1CC(=O)Nc1ccc(C(C)C)cc1,-1.3%,1.1,0.76,663,7%,-3%,10%,-1.1%,1%,8.9%
O=C(c1ccc2nccnc2c1)N1CCN(c2ccccc2)CC1,/,/,/,/,13%,/,-6%,1.3%,/,2.6%
COc1cccc(-c2cc(C(F)(F)F)n3nc(C(=O)N4CCCCC4c4cccnc4)cc3n2)c1 (stereo not given),-1.2%,0.9,-0.68,1135,25%,11%,-5%,2.3%,9%,5.9%
CC(C)C(=O)NC(=S)Nc1nnn(C)n1,1.0%,1.1,0.25,1264,11%,-11%,-2%,0.0%,1%,0.8%
Cc1ccc(NC(=O)Nc2cnccn2)cc1,/,/,/,/,8%,/,0%,-0.2%,/,1.4%
Cc1ccc(NC(=S)Nc2ccc(Cl)c(Cl)c2)c(OC(F)F)c1,-3.4%,1,-0.12,1261,2%,1%,-2%,-0.2%,14%,21%
COc1cc(/C=N/NC(=O)CCN2CCN(c3ccccc3)CC2)cc(OC)c1OC,-2.7%,1,0.78,1517,8%,0%,-3%,-0.4%,-1%,0.0%
Cc1ccc(/C=C/C(=O)OCC(=O)Nc2ccccc2Sc2ccccc2)cc1,-6.0%,1.1,0.15,1312,7%,18%,-16%,-0.7%,14%,1.7%
O=C1Nc2cc(C(F)(F)F)ccc2N2CCCCC12 (stereo not given),/,/,/,/,-3%,/,8%,-0.7%,/,3.9%

# By substructure, those above with an aryl thioether with sulfur outside any ring (four)
SMILES,ER stress rescue,TNAP activators,Insulin prom up,Insulin prom up cell count,SV40 large T antigen,PMI inhibition,PhoP inhibition,West Nile antiviral,PMI inhibitors,RSV antiviral HEp-2
COCCn1c(SCC(=O)NCc2ccc(OC)c(OC)c2)nc2ccccc21,/,/,/,/,2%,/,2%,0.1%,/,1.6%
COc1ccc(NC(=O)CSc2nc3ccccc3c(=O)n2Cc2cccs2)c(OC)c1,1.7%,1.1,0.15,1466,4%,3%,-2%,-0.3%,9%,0.8%
CCOC(=O)c1c(NC(=O)CSc2c[nH]c3ccccc23)sc2c1CCC2,-0.6%,1.1,-0.94,1213,15%,19%,6%,-0.4%,18%,-0.1%
Cc1ccc(/C=C/C(=O)OCC(=O)Nc2ccccc2Sc2ccccc2)cc1,-6.0%,1.1,0.15,1312,7%,18%,-16%,-0.7%,14%,1.7%

# Other entries:
SMILES,ER stress rescue,TNAP activators,Insulin prom up,Insulin prom up cell count,SV40 large T antigen,PMI inhibition,PhoP inhibition,West Nile antiviral,PMI inhibitors,RSV antiviral HEp-2
CCN(CC)C(=O)CSc1nnc(C2CCCCC2)o1,-0.8%,1,-0.22,1472,-3%,5%,-4%,0.8%,11%,1.0%
CC1CCCCN1C(=O)C(=O)c1cn(CC(=O)N2CCCC2)c2ccccc12 (stereo not given),/,/,/,/,22%,/,-1%,-0.2%,/,0.7%
Cc1ccc(-n2c(O)c(C=Nc3ccc(S(=O)(=O)Nc4ncccn4)cc3)c3ccccc3c2=O)cc1C,-0.9%,1,-0.72,1576,9%,15%,8%,-0.1%,13%,2.7%
CCc1ccc2c(c1)cc(CN(C(=S)Nc1ccccc1C)C1CC1)c1nnnn12,1.8%,0.9,0.64,1842,9%,5%,-12%,-0.3%,4%,0.4%
O=c1c2c3c(sc2n(CCN2CCCC2)c(=O)n1Cc1ccccc1)CCCCC3,/,/,-0.85,1051,8%,/,-10%,-0.4%,/,-1.0%
CCOC(=O)CSc1nc2c(c(=O)n1-c1ccc(OCC)cc1)SCC2,-3.0%,1.1,-0.03,1245,6%,2%,-5%,1.2%,2%,1.3%
COCCN1C(=O)C(=O)/C(=C(/O)c2ccc(S(=O)(=O)N3CCCCC3)cc2)C1c1ccc(OC)c(OC)c1 (stereo not given),/,/,/,/,21%,/,8%,-0.1%,/,0.0%
CCOC(=O)N1CCN(CC(=O)Nc2ccc(F)c(F)c2F)CC1,1.5%,1,0.01,1227,11%,0%,-5%,0.4%,0%,2.4%
Cc1nc(C(=O)Nc2cccc(Cl)c2Cl)nn1-c1cc(OC(C)C)c(Cl)cc1Cl,0.1%,1,/,/,4%,10%,11%,/,8%,9.6%
CC(C)CCOc1ccc(-c2c(=O)n(OCc3ccc([N+](=O)[O-])cc3)c3ccccc3[n+]2[O-])cc1,1.9%,1,-0.05,1244,23%,2%,-6%,-0.4%,7%,0.5%
Cc1ccc(S(=O)(=O)N(Cc2ccccc2)c2ccccc2C(=O)N2CCCCC2)cc1,/,/,/,/,10%,/,-4%,-0.9%,/,0.9%
O=C1OC(Nc2ccc3c(c2)OCO3)c2ccccc21 (stereo not given),0.6%,1.1,-0.08,1281,16%,24%,11%,?,5%,6.8%
Cc1ccc(S(=O)(=O)N2CCN(S(=O)(=O)N3CCCCC3)CC2)c(C)c1,-3.4%,1.1,/,/,-1%,-1%,-5%,-1.0%,2%,-1.2%
COc1ccccc1C(=O)NCCn1cc(SCC(=O)NCC2CCCO2)c2ccccc21 (stereo not given),/,/,/,/,8%,/,-3%,0.1%,/,4.8%
COc1ccc(CCNC(=O)Cn2nc(C(=O)O)c3ccccc3c2=O)cc1OC,-1.3%,1,0.01,1245,2%,-20%,-5%,-0.1%,-22%,0.4%
O=C(O)c1ccc(Cn2cc(C(F)(F)F)ccc2=O)cc1,/,1.1,-0.03,1070,0%,3%,-7%,0.4%,-21%,0.6%

# Outcome played no part in choosing rows. Share with any hit: about 1.5%.
